RTF Ca sens act – cardiac RTF calcium sensitization | P19429+P45379 | IANBD-labeled TnC RTF fluorescence at EC20 calcium; 0% EC20 calcium, 100% full calcium | activation, % at 7.2 µM | actives 0.24% (n = 340,000) | AID 493008;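 active = activation above the mean over all tested compounds plus 3 SD, cut at about 30% in these data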;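 also: rise in fluorescence read as greater calcium sensitivity of cardiac thin filaments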
Cardiac RTF inh – cardiac RTF calcium desensitization; P19429+P45379; IANBD-labeled cardiac RTF, Ca2+ fluorescence; inhibition, % at 7.15 µM; actives 0.12% (n = 340,000);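 active = inhibition above the mean inhibition of all tested compounds plus 3 SD, cut at about 17% in these data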;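 also: assay run at fixed EC70 calcium of 1.6 mM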
HTR5A inv ag – HTR5A inverse agonism, opioid heterodimer counter-screen; P47898; HTR5A cell line, luminescence; actives 0.083% (n = 340,000); inhibition, % at 9.3 µM; in the data active = inhibition mostly above about 23%, no sharp cut-off; inactive = mostly below about 18%;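 also: 0% = cells with DMSO and 100% = no-cell wells with DMSO; some compounds called inactive have numbers as strong as hits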
HTR5A ag – activates human HTR5A in OPRM1-OPRD1 agonist counter-screen; P47898; HTR5A agonist assay, luminescence, cell-based; activation, % at 9.3 µM; actives 0.61% (n = 340,000); AID 504692; in the data active = activation mostly above about 9.5%, no sharp cut-off; inactive = mostly below about 7.6%;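 also: 0% = cells with vehicle only and 100% = reference agonist; strong numbers were not always called active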
MOR-DOR ag – agonists of human mu-delta opioid receptor heterodimerization | actives 0.3% (n = 340,000) | activation, % at 9.3 µM | AID 504326 | cells, OPRM1-OPRD1 heterodimerization, luminescence | P35372+P41143; in the data active = activation above about 18%;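 also: 0% = vehicle-treated cells and 100% = reference agonist; values of inactives mirror those of a sister screen read the other way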
Target sequence (P35372 whole entry, looked up): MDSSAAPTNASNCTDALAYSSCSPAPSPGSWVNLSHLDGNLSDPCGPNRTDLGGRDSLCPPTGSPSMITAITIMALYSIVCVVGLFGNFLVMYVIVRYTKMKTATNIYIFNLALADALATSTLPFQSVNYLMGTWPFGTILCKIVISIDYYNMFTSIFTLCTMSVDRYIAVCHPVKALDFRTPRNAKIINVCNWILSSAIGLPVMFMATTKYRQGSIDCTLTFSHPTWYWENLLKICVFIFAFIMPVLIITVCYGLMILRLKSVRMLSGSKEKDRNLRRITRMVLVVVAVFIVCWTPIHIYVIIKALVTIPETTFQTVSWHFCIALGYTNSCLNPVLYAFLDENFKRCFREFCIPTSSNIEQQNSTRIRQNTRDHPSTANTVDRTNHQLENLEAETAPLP
Target sequence (P41143 whole entry, looked up): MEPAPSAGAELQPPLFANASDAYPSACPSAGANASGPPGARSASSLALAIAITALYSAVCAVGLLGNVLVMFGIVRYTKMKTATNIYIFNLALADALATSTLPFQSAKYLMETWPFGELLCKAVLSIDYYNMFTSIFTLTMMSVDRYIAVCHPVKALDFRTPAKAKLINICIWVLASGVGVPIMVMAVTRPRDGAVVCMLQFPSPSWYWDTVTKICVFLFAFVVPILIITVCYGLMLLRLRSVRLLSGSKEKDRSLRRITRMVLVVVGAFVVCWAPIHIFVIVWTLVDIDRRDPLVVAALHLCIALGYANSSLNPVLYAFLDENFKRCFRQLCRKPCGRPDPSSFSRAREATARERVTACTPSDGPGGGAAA
V-ATPase pH – alters yeast V-ATPase proton transport; S. cerevisiae, pHLuorin cytosolic pH fluorescence; response, % at 10 µM; actives 0.37% (n = 350,000); AID 504577; in the data active = response mostly above about 7.3%, no sharp cut-off; inactive = mostly below about 5.4%; also: actives read high; inactives centre near 0; some compounds called inactive have numbers as strong as hits; reference of the scale not given here
Keap1-Nrf2 PPI – inhibitors of human Keap1-Nrf2 protein-protein interaction; actives 0.15% (n = 340,000); Keap1 Kelch-Nrf2 peptide fluorescence polarization, 1536-well; Q14145; inhibition, % at 9.4 µM; AID 504523; in the data active = inhibition above about 12%;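 also: human Keap1 Kelch domain with fluorescein labeled Nrf2 9mer peptide probe; 0% = neutral control wells and 100% = peptide positive control; higher means more block of Keap1 binding to Nrf2 peptide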
CAL PDZ FP – inhibitors of human CAL PDZ peptide binding; purified CAL PDZ, TMR-peptide fluorescence polarization, 1 h; actives 0.92% (n = 300,000); inhibition, % at 24.9 µM; Q9HD26;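 active = mean inhibition of at least 30% with at least half of replicates also reaching 30%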;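 also: 0% = DMSO neutral control and 100% = excess unlabeled competitor peptide PRC23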
MOR-DOR inv ag – mu-delta opioid heterodimer inverse agonism. cell-based MOR-DOR heterodimer luminescence. inhibition, % at 9.3 µM. P35372+P41143. actives 0.21% (n = 340,000). AID 504357; in the data active = inhibition above about 22%, passing the limit was not always enough;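 also: 0% = cells with DMSO and 100% = wells without cells with DMSO; values of inactives mirror those of a sister screen read the other way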
LANA DNA inh – KSHV C-LANA DNA binding inhibition; inhibition, % at 9 µM; actives 0.078% (n = 340,000); MBP-C-LANA/FAM-LBS DNA binding, fluorescence polarization;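 active = highest replicate inhibition at or above 60% at 9 µM, even if other replicates fall short; inactive = all replicates below 60% inhibition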;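 also: 0% = neutral control wells and 100% = 4 µM acridine orange control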
* = called active by the depositor; nt = no result given.

SMILES	RTF Ca sens act	Cardiac RTF inh	HTR5A inv ag	HTR5A ag	MOR-DOR ag	V-ATPase pH	Keap1-Nrf2 PPI	CAL PDZ FP	MOR-DOR inv ag	LANA DNA inh
Cc1ccccc1CN1CCN(C/C=C/c2ccccc2)CC1	-4	-1	13	-6	6.7	0	-2	-1	-37	-0.2
Cc1cc(NC(=O)COC(=O)c2ccccc2NCCO)no1	-2	-6	-6	2	-1.0	-1	0	1	5	-2.4
Cc1ncc(CSc2nc3ccccc3[nH]2)c(N)n1	-4	-2	-10	7	-3.6	1	-3	nt	18	0.3
CCN1c2ccccc2N(C)C1(C)c1ccccc1 (stereo not drawn)	4	-22	-7	1	8.5	1	2	-1	-45	21
CCOC(=O)C1=C(N)Oc2cc(C)n(CCc3ccc(OC)c(OC)c3)c(=O)c2C1c1cccnc1 (stereo not drawn)	9	-2	-4	0	0.3	-3	-4	-5	-2	-0.8
C=CCc1cc(Cl)ccc1OCCOCCNC(C)CC (stereo not drawn)	-4	-3	-6	5	5.6	-2	4	-2	-26	0.2
COc1ccc(-n2cnc3scc(-c4ccccc4)c3c2=O)cc1	0	0	17	-7	-0.8	3	-4	-7	5	0.1
CCOc1cc(/C=C2/C(=O)N(c3ccccc3)N=C2C)ccc1OC(=O)c1ccco1	-1	-2	-1	-3	-3.4	-5	0	6	17	-0.1
COc1ccccc1/C=C1\SC(=S)N(CCC(=O)NCCc2ccc(O)cc2)C1=O	-3	1	8	3	-3.0	6	3	-2	16	0.4
O=C(NCCc1ccccc1)Nc1cccc(Cl)c1	3	-12	-19	2	1.8	-2	-2	-3	-9	1.5
Cc1ccc2c(c1)C(c1ccc(F)cc1)N(C(=O)c1ccccc1Br)CC(=O)N2 (stereo not drawn)	2	-1	-2	1	1.4	6	0	0	-7	-3.6
COc1ccc(CCNC(=O)C2CCN(Cc3nc(-c4ccccc4F)oc3C)CC2)cc1OC	8	-8	-13	5	0.9	-4	-4	-2	-5	2.1
CCc1ccccc1N1CC(C(=O)N2Cc3ccccc3CC2C(N)=O)CC1=O (stereo not drawn)	-4	5	5	-2	-2.0	-2	-8	-2	8	-0.3
CC(C)(C)C(=O)NC(=S)Nc1cc(C(=O)O)ccc1Cl	-4	-4	-7	3	-2.9	0	-3	1	13	1.3
CCN1CCN(C(=O)C(=O)c2cn(CC(=O)N3CCCCCC3)c3ccccc23)CC1	1	-16	-33	-1	-2.1	5	0	-3	11	0.5
O=C(CN(c1ccc2c(c1)OCCO2)S(=O)(=O)c1ccccc1)Nc1ccc2c(c1)OCO2	-1	14	10	-2	-1.2	0	-1	-3	7	-0.2
CN(C)S(=O)(=O)c1cc(NC(=O)CNCc2ccc(F)cc2)ccc1Cl	-11	-4	5	-1	0.6	-4	-2	-1	-3	1.1
COc1cc(SC)ccc1C(=O)NCCCn1ccnc1	6	0	-7	2	-3.1	2	-2	1	16	6.1
CCOC(=O)Cc1nn(Cc2ccccc2)c(=O)c2ccccc12	-1	0	-9	0	-3.2	-1	0	-4	17	-0.6
O=[N+]([O-])c1ccc(N2CCCC2)cc1NC1CC1	3	-12	8	5	-1.8	-1	1	36*	11	0.6
O=C(Cc1ccc(Cl)c(Cl)c1)Nc1ccc2[nH]c(=O)[nH]c2c1	1	-11	-30	5	1.0	1	5	-5	-5	-0.8
Cc1ccc(S(=O)(=O)N2CCOCC2)cc1NC(=O)COC(=O)CNC(=O)c1ccc(Oc2ccccc2)cc1	3	4	-14	4	-0.7	2	-3	0	3	1.3
Fc1cc(Cl)ccc1NC(=S)NCCN1CCOCC1	-1	-1	-12	0	3.0	1	1	0	-16	0.2
CCOc1ncccc1C(=O)OCC(=O)Nc1cccc(S(=O)(=O)N2CCCCCC2)c1	-2	-8	-17	1	-0.8	3	-4	-1	3	-4.1
Cc1cc(NC(=O)C(=O)NCCN2CCN(S(C)(=O)=O)CC2)ccc1Br	4	-18	-5	2	-1.4	-1	-2	7	8	1.6
N#Cc1c2c(c(NCCN3CCOCC3)n3c1nc1ccccc13)CCCC2	1	2	-23	9	0.8	-1	0	2	-5	-0.1
Cc1ccc(S(=O)(=O)N(C(=N)N)c2nc(N(C)C)nc(N(C)C)n2)cc1	8	-3	-14	4	-1.1	1	8	1	6	0.5
CCN1CC(=O)Nc2cc(S(=O)(=O)N3CCOCC3)ccc21	1	1	-12	5	-2.2	0	-8	-2	12	0.7
CC(C)N1CC(C(=O)Nc2cc(Cl)cc(Cl)c2)CC1=O (stereo not drawn)	6	-5	-23	3	-0.6	-1	-3	nt	3	-1.9
COc1ccc(C(=O)N2CCCC(c3nc(-c4cc(OC)c(OC)c(OC)c4)no3)C2)cc1 (stereo not drawn)	-7	-4	-22	4	-1.1	-3	-3	-8	6	-0.3
COc1cc(C)c(CN2CCC(Cc3ccccc3)CC2)cc1C	3	-11	-25	1	5.7	0	2	nt	-28	-0.4
O=C(NCC1CCCO1)c1nc2c(nnn2Cc2ccccc2Cl)c(=O)[nH]1 (stereo not drawn)	2	-15	-1	0	1.1	-2	-3	-4	-7	-1.7
Cc1ccc(S(=O)(=O)N2CCCC2C(=O)NCc2ccc3c(c2)OCO3)cc1 (stereo not drawn)	0	-3	11	-4	-0.2	0	-4	-2	1	0.4
CCOc1cc(N2CCOCC2)c(OCC)cc1NC(=O)Cn1[nH]c(=O)c2ccccc2c1=O	-2	-5	5	-7	2.2	2	-3	0	-11	0.4
CCOc1ccccc1C(=O)NC(CO)C(=O)O (stereo not drawn)	-2	1	13	3	-1.6	-2	-3	0	8	-0.7
O=[N+]([O-])c1cc(C(F)(F)F)ccc1Sc1nccn1Cc1ccccc1	0	-6	-7	-1	5.1	0	3	-1	-27	0.1
COc1ccc(NC(=O)c2cccc(NC(=O)C(C)C)c2)c([N+](=O)[O-])c1	6	-5	-8	3	4.5	3	-3	-8	-23	-0.7
CCOC(=O)C1CCN(C(=O)COc2ccc(N(C)S(=O)(=O)c3ccc(OCC)cc3)cc2)CC1	-5	-14	13	9	-1.2	8	0	nt	6	0.6
COc1ccc(CCN(C)CC(O)c2ccccc2)cc1OC (stereo not drawn)	-4	-3	-1	0	-3.0	5	0	-1	14	1.0
CCOC(=O)C1CCCN(C(=O)c2ccccc2Oc2ccccc2)C1 (stereo not drawn)	-2	4	-15	5	-4.0	-1	1	-1	19	-0.8

Three records picked at random from those above:
SMILES	RTF Ca sens act	Cardiac RTF inh	HTR5A inv ag	HTR5A ag	MOR-DOR ag	V-ATPase pH	Keap1-Nrf2 PPI	CAL PDZ FP	MOR-DOR inv ag	LANA DNA inh
O=C(NCC1CCCO1)c1nc2c(nnn2Cc2ccccc2Cl)c(=O)[nH]1 (stereo not drawn)	2	-15	-1	0	1.1	-2	-3	-4	-7	-1.7
N#Cc1c2c(c(NCCN3CCOCC3)n3c1nc1ccccc13)CCCC2	1	2	-23	9	0.8	-1	0	2	-5	-0.1
CCOC(=O)C1CCCN(C(=O)c2ccccc2Oc2ccccc2)C1 (stereo not drawn)	-2	4	-15	5	-4.0	-1	1	-1	19	-0.8

Next records.
SMILES	RTF Ca sens act	Cardiac RTF inh	HTR5A inv ag	HTR5A ag	MOR-DOR ag	V-ATPase pH	Keap1-Nrf2 PPI	CAL PDZ FP	MOR-DOR inv ag	LANA DNA inh
OC(COc1ccccc1)CN(Cc1ccccc1)CC(O)COc1ccccc1 (stereo not drawn)	0	-1	-5	6	7.9	0	-5	-5	-36	1.5
CN(CC(=O)Nc1sccc1C(N)=O)S(=O)(=O)c1ccc(Cl)cc1	-3	-16	-14	5	-0.7	1	4	1	3	-0.8
O=C(Nc1ccc(F)cc1)c1ccc(NC(=O)C2CCCO2)cc1 (stereo not drawn)	7	11	2	5	-0.7	-3	-1	-4	5	-0.8
CCCCN(C(=O)c1ccc(S(=O)(=O)N2CCCC2)cc1)C1CCS(=O)(=O)C1 (stereo not drawn)	2	-1	-27	10	0.3	0	-4	7	-2	1.0
COc1ccc(/C=C/C(=O)c2cc(F)ccc2OC(=O)c2ccc(OC)c(OC)c2)cc1OC	4	-1	-3	1	-0.1	-2	-6	-4	1	0.7
CNC(=O)COC(=O)c1cc2c(C)nn(-c3ccc(F)cc3)c2s1	-1	-5	5	2	0.5	9	1	3	-3	1.5
CC(=O)Nc1ccc(N(C(=O)CNC(=O)c2cccs2)C(C(=O)NC(C)(C)C)c2ccccc2)cc1 (stereo not drawn)	7	-18	7	-3	-3.2	4	-1	-9	17	0.7
O=[N+]([O-])c1cccnc1Oc1ccc(C2SCCS2)cc1	-3	-11	-7	3	0.8	0	-6	-2	-4	0.7
COc1ccccc1OCC(=O)NCC(c1cccs1)N1CCOCC1 (stereo not drawn)	2	1	-2	2	-6.1	-2	3	0	20	14
Cc1cc(-c2nnc(CCC(=O)NC(C)c3ccccc3Cl)o2)no1 (stereo not drawn)	6	5	3	-1	-2.1	2	-4	-1	11	0.0
CCOc1ccc(NC(=O)C2CCN(C(=O)C3CC(=O)N(c4ccc(C)cc4)C3)CC2)cc1 (stereo not drawn)	1	-10	-12	4	0.6	-1	-5	-3	-5	-1.2
COc1ccc(Cc2c(O)nc(SCC(C)C)[nH]c2=O)cc1	0	2	4	-1	-2.0	-4	1	-4	9	0.4
Cc1sc2ncnc(N3CCC(C(=O)Nc4ccc(Cl)cc4Cl)CC3)c2c1C	-2	-3	-10	4	-0.7	-2	nt	-2	4	nt
COc1ccc(/C=C2\SC(=S)N(CCCC(=O)Nc3ccccc3C(=O)O)C2=O)cc1OC	17	-17	-16	4	-2.2	1	-15	-2	13	-4.7
CCOC(=O)N1CCC(Nc2c(N3CCN(c4cccc(C(F)(F)F)c4)CC3)c(=O)c2=O)CC1	-2	-1	-2	3	-0.6	0	-6	nt	3	-0.8
CCS(=O)(=O)N1Cc2ccccc2CC1C(=O)NCc1cccc(OC)c1 (stereo not drawn)	-4	-1	5	1	-1.5	-2	-2	-5	8	0.6
Cc1ccc(CN(C(=O)c2csnn2)C(C(=O)NC2CCCC2)c2ccc(C)o2)cc1 (stereo not drawn)	-5	-6	-1	-2	-3.2	3	3	-2	19	-0.2
CC(OC(=O)c1ccncc1)C(=O)Nc1ccc([N+](=O)[O-])cc1Cl (stereo not drawn)	0	-2	-6	2	-1.5	0	0	nt	7	-0.5
Cc1nnc(SCCC(=O)Nc2ccc(F)cc2)s1	1	-1	-1	5	-1.8	4	-7	2	10	1.0
Cc1c(C#N)sc2nc(-c3ccccc3)nc(N3CCCC3)c12	-8	-8	-10	0	-3.1	-1	1	-9	13	-1.2
CC1CCN(S(=O)(=O)c2ccc(Br)s2)CC1	-1	-4	-5	6	8.1	4	-1	-5	-46	1.8
Cc1cc(C)cc(N=Cc2[nH]c3ccc(Br)c(Cl)c3c2O)c1	64*	-88	-4	3	1.6	3	-1	-7	-8	1.5
COc1cccc2c1OC1(C)CC2NC(=O)N1c1cccc(C(=O)N2CCN(c3ccccc3)CC2)c1 (stereo not drawn)	-5	-4	-2	1	-5.0	-11	-1	1	26	-1.2
Cc1cc(C)c(C)c(S(=O)(=O)NC(C(=O)O)C(C)C)c1C (stereo not drawn)	-1	-11	2	0	-1.1	-1	2	nt	6	0.2
O=C(O)c1cccc(Nc2ccc3nonc3c2[N+](=O)[O-])c1	-5	5	-2	-2	-0.8	-2	1	-3	4	-1.0
CCC(CC)NC(=O)/C=C/c1cccc([N+](=O)[O-])c1	-1	-9	20	2	-2.2	0	1	3	11	0.5

Source: PubChem BioAssay
